High-throughput results as filed in PubChem BioAssay.
SENP1 FRET inh = human SENP1 catalytic domain inhibitors, primary screen, biochemical, FRET, uHTS. Sentrin-specific protease 1 (Homo sapiens), Q9P0U3. recombinant SENP1 catalytic domain, CyPet-SUMO1-YPet FRET cleavage. inhibition, % at 10 µM. 360,000 tested, 0.21% active. AID 624204, 2012;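 active means inhibition at least 30% at 10 µM, raw YFP signal under a set limit, fluorescence ratio 0.5 to 1.5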;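 further: 0% = enzyme with DMSO and 100% = no enzyme wells; some results filed as inactive read as strong as hits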
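Material: hSENP1 catalytic domain, recombinant; medium: Tris pH 8 with BME, BSA, NP40 and catalase; compound: single concentration of 10 µM compound, 0.5% DMSO final; technique: FRET read of cyan and yellow fluorescence; timing: 50 min enzyme reaction, room temperature, light-protected; reagent: SFCypet-SUMO1-SFYpet substrate at 25 nM; control set: no-enzyme low, enzyme-DMSO high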
SENP7 block = SENP7 protease inhibitors, primary screen, biochemical, luminescence, uHTS; Sentrin-specific protease 7 (Homo sapiens), Q9BQF6; recombinant SENP7, Z-RLRGG-aminoluciferin luminescence, 40 min; inhibition, % at 5 µM; 330,000 tested, 1.5% active; AID 434973, 2010;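 active means inhibition above about 50% at the single test dose, limit read from the data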;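 further: plate controls were DMSO with enzyme for no effect and no enzyme buffer wells for full effect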
Target sequence (Q9BQF6 706-1050 limits assumed): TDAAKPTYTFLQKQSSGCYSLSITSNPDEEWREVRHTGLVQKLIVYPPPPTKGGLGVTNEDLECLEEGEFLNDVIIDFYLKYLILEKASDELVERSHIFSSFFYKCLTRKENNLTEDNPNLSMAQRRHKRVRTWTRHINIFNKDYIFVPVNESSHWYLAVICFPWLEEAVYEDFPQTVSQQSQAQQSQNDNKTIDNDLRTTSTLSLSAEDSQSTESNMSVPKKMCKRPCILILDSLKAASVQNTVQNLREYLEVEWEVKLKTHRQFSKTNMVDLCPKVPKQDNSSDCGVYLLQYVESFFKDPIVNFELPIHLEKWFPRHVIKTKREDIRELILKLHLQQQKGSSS
MIN6 prolif = inducers of MIN6 beta-cell proliferation, primary screen, ATP luminescence, uHTS. proliferation, % at 10 µM. MIN6 cells proliferation, ATPlite luminescence, 48 h; cells starved in 0.2% serum; 100% = growth in 10% serum. 330,000 tested, 0.29% active. AID 2380, 2010;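 active means compounds whose signal lies at least 3.5 SD above the mean of all wells on their plate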;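 further: 0% = DMSO-treated cells in low-serum medium and 100% = 10% serum control; some compounds called inactive have numbers as strong as hits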
SENP8 block-1 = SENP8 protease inhibitors, primary screen, biochemical, luminescence. AID 2540, 2010. inhibition, % at 10 µM. purified SENP8, Z-RLRGG-aminoluciferin cleavage. Sentrin-specific protease 8 (Homo sapiens), Q96LD8. 330,000 tested, 1.2% active; in the data active means inhibition above about 50%
Target sequence (Q96LD8 whole entry, looked up): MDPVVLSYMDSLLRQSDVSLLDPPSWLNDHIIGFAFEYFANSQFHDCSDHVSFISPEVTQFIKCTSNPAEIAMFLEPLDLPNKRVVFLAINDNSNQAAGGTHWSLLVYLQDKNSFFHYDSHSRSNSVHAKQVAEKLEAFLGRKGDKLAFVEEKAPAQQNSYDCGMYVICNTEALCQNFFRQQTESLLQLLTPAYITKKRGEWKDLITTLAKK
SENP6 block = SENP6 protease inhibitors, primary screen, biochemical, luminescence, uHTS; 330,000 tested, 1.8% active; Recombinant SENP6 catalytic domain, aminoluciferin luminescence; inhibition, % at 10 µM; Sentrin-specific protease 6 (Homo sapiens), Q9GZR1; AID 2599, 2010;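 active means inhibition above about 50% at the single tested dose, limit read from the data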;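 further: plate controls were DMSO wells with enzyme for no effect and DMSO wells lacking enzyme for full effect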
Target sequence (Q9GZR1 628-1112 limits assumed): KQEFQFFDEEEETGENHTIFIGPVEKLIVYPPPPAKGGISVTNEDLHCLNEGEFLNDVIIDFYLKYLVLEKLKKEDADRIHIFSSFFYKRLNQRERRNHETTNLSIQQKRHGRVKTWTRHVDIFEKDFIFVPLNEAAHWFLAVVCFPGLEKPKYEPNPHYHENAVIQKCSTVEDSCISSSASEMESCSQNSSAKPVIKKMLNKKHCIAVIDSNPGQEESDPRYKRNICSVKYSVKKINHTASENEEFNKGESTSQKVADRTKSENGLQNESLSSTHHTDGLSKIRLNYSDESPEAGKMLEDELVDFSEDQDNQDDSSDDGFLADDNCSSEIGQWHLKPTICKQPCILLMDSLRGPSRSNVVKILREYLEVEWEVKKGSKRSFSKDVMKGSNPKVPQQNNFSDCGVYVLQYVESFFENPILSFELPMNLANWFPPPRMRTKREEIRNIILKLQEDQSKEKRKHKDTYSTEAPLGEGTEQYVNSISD
HKDC1 inhibitor = HKDC1 hexokinase inhibitors, primary screen, biochemical, fluorescence, uHTS. AID 493160, 2011. inhibition, % at 20 µM. 340,000 tested, 0.16% active. recombinant HKDC1, G6PDH/diaphorase resazurin coupled fluorescence. Q2TB90;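 active means inhibition above about 35% when tested at 20 µM, limit read from the data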;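 further: plate controls were DMSO wells with enzyme for no effect and DMSO wells lacking enzyme for full effect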
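System: Recombinant HKDC1 hexokinase | Amount: HKDC1 at 5 µg/mL | Reagent: Glucose with 1 mM ATP | Doses: Single 20 µM dose | Incubation: Reaction time 90 min, room temperature, protected from light | Signal: Coupled resazurin fluorescence, excitation 525 nm, emission 613 nm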
SENP8 block-2 = human SENP8 protease inhibitors, primary screen, biochemical, fluorescence, Nedd8 protein substrate, uHTS | Sentrin-specific protease 8 (Homo sapiens), Q96LD8 | recombinant SENP8 | inhibition, % at 20 µM | 360,000 tested, 0.64% active | AID 602440, 2012; in the data active means inhibition mostly above about 40%, no sharp cut-off; inactive means mostly below about 27%
UBC13 polyUb = UBC13 polyubiquitin chain formation inhibitors, primary screen, biochemical, TR-FRET, uHTS | inhibition, % at 20 µM | 330,000 tested, 0.47% active | AID 485273, 2010; in the data active means inhibition above about 45%, passing the limit was not always enough
PfG6PD inh = PfG6PD enzyme inhibitors, primary screen, biochemical, fluorescence intensity, uHTS; PfGluPho enzyme, NADPH resazurin-diaphorase fluorescence; inhibition, % at 20 µM; 350,000 tested, 0.78% active; AID 504690, 2011;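 active means inhibition reaching at least a set limit at 20 µM in the primary screen, cut at about 59% in these data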;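 further: 0% = DMSO wells with substrate and 100% = DMSO wells lacking glucose-6-phosphate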
* = called active by the depositor; · = no result given.

SMILES	SENP1 FRET inh	SENP7 block	MIN6 prolif	SENP8 block-1	SENP6 block	HKDC1 inhibitor	SENP8 block-2	UBC13 polyUb	PfG6PD inh
COc1ccc(OC)c(NC2=NC3(CCCCC3)N=C(N)N2)c1	-2.1	5.5	0.2	-3.0	9.9	0.9	15.4	10.9	15.0
N#Cc1c(-c2ccc(Cl)cc2)nc2n(c1=O)CCCS2	-8.4	6.6	-2.9	5.7	-1.6	5.3	-125.5	2.3	-5.5
O=C(CSc1nc2ccccc2c(=O)n1-c1ccccc1)NCc1ccc2c(c1)OCO2	2.7	-5.3	-2.7	-2.3	-26.5	-5.3	-6.6	2.8	-4.9
CC(C)CNC(=O)Cn1c(=O)c2c(ncn2CC(C)C)n(Cc2ccccc2)c1=O	1.1	5.7	-2.2	-6.8	-17.7	-5.3	10.0	0.3	9.4
COC(=O)c1ccc(NC(=O)CN(Cc2ccc(Cl)cc2)S(C)(=O)=O)cc1	0.9	-0.3	-0.8	4.4	-11.1	-2.9	5.5	11.5	-20.6
CC(C)(C)NC(=O)CN(C(=O)CN1C(=O)C(=O)c2ccccc21)C(C)(C)C	0.7	5.4	-0.9	-4.8	-5.2	-1.5	-7.0	5.2	-9.8
CC(C)[C@H](NC(=O)OCc1ccccc1)C(=O)NC(C=O)Cc1ccccc1 (stereo not given in full)	3.8	0.5	-0.6	-1.1	3.1	0.3	9.7	-16.8	-2.1
COc1cc(CSc2nc(-c3ccccc3)cc(=O)[nH]2)cc(OC)c1	-2.5	2.7	-3.6	-1.6	5.3	-6.8	11.3	0.3	-5.5
C=CCC[C@H](Cc1ccc(F)cc1)C(=O)OC[C@@H](NC(=O)[C@@H](CC=C)CC(=O)N[C@H](CO)Cc1ccccc1)C(C)(C)C	2.5	2.8	-6.2	-10.8	-4.9	1.9	12.1	-1.3	25.0
O=C(COC(=O)C1CCN(c2ccc(C(F)(F)F)cn2)CC1)c1ccccc1	-0.8	10.9	-2.6	-11.2	-24.1	-0.8	-1.3	-0.9	1.9
COc1ccc(C(=S)N2CCN(C)CC2)cc1	0.2	8.6	-0.1	7.1	11.6	-0.3	19.5	0.9	22.1
O=C(O)CC(CC(=O)Nc1ccc2ccccc2n1)c1ccccc1 (stereo not given)	-0.7	-0.5	-0.4	-2.8	-15.4	-6.8	10.3	1.8	-0.8
Cc1cc(=O)oc2cc(OCc3ccc(C(=O)OCC(=O)NC4CCS(=O)(=O)C4)cc3)ccc12 (stereo not given)	-1.0	-8.8	1.9	-4.9	-4.7	0.4	-259.5	22.0	-7.2
Cc1cc(C)cc(OCC(=O)OCC(=O)NC2CCCCCC2)c1	3.5	0.6	-2.3	-6.1	-9.4	-4.0	2.6	11.3	5.1
CCN1CCN(c2ncnc3c2nnn3Cc2ccccc2)CC1	-3.1	1.9	0.6	-5.7	0.1	0.7	23.2	0.6	-1.1
Cc1ccc(S(=O)(=O)N(C)C)cc1NS(=O)(=O)c1ccc(Cl)s1	-0.6	8.2	-2.2	2.9	-4.6	-4.5	10.2	-4.2	-23.7
O=C(/C(C=Nc1ccc(F)cc1)=C(/O)c1ccco1)C(F)(F)F	-60.4	79.1*	-1.2	46.5	77.1*	-9.5	-116.6	1.2	9.4
Cc1ccc(-c2csc(NC(=O)c3ccc([N+](=O)[O-])o3)n2)cc1	-10.6	9.0	-4.2	-3.1	-16.2	-0.1	13.7	-34.1	-13.3
O=C1/C(=C/c2ccccc2)CCc2ccc(Cl)nc21	1.8	·	·	·	·	21.2	11.9	·	16.6
CCc1cccc(N=c2c([N+](=O)[O-])nn(-c3ccc4c(c3)OCCO4)n2O)c1	2.7	-1.3	-5.7	-1.6	19.7	-2.6	10.0	-1.5	14.1
CCSc1ncc(/C=N/Nc2ccc([N+](=O)[O-])cc2)n1C	-13.9	6.6	-0.7	-11.5	-0.6	0.2	3.0	-64.2	0.2
CC(=O)n1c(=O)oc2ccccc21	-0.6	5.6	-2.6	-3.8	-4.5	-9.4	6.7	-1.1	5.2
CCOc1ccc(CCNC(=O)C2CC(=O)N(c3ccccc3OCC)C2)cc1OCC (stereo not given)	-1.0	5.0	-1.5	4.8	-3.2	-3.0	-0.8	0.0	1.7
Cc1ccc(C2=NNC(=O)C(P(=O)(c3ccccc3)c3ccccc3)C2)cc1 (stereo not given)	0.7	8.0	-1.3	-3.7	-2.2	12.8	5.5	-1.0	-11.0
CN(c1ccc(OCC(=O)Nc2nc(-c3ccccc3)cs2)cc1)S(=O)(=O)c1ccc(F)cc1	-0.6	4.1	-0.8	2.2	-3.3	-8.2	-5.2	-1.5	-10.1
(listing goes on)
SMILES	SENP1 FRET inh	SENP7 block	MIN6 prolif	SENP8 block-1	SENP6 block	HKDC1 inhibitor	SENP8 block-2	UBC13 polyUb	PfG6PD inh
Clc1ccccc1-c1nn2c(COc3ccccc3)nnc2s1	1.0	2.0	-2.3	1.6	-6.4	2.6	-0.4	8.5	-13.5
O=C(CN1CCCc2ccccc21)Nc1ccccc1[N+](=O)[O-]	3.1	-1.5	-2.7	-3.2	9.9	-4.2	24.3	-19.8	8.5
CC(=O)N1N=C(c2cccc([N+](=O)[O-])c2)OC1(C)c1cccs1 (stereo not given)	-1.0	1.0	-1.9	-0.6	-0.1	-12.6	14.3	0.8	-0.7
CCCC/C=C/[C@H](c1ccccc1)[C@H](CO)Cc1cccnc1	3.2	14.2	3.0	1.9	2.0	-0.9	5.3	0.2	10.6
COc1ccc(N2CCN(C(c3cccs3)C(C)NC(=O)c3ccc4c(c3)OCO4)CC2)cc1 (stereo not given)	1.5	1.6	-2.8	2.3	11.9	-1.7	23.4	-9.2	4.4
O=C(NCc1ccccn1)c1ccc2ccccc2n1	1.6	1.5	3.1	-4.6	9.1	0.7	12.5	3.0	3.5
NC(=O)c1c(NC(=O)Cn2cc([N+](=O)[O-])cn2)sc2c1CCCC2	-0.5	5.3	0.9	0.7	-1.4	6.0	7.5	-5.3	6.5
O=S1(=O)c2cccc3cccc(c23)N1Cc1nnc(-c2ccccc2Br)o1	-2.0	7.7	-3.9	7.7	3.7	4.7	-428.4	0.5	10.5
Cc1oc(-c2cccs2)nc1CN1CCN(CC(C)C)C(CCO)C1 (stereo not given)	-11.9	-14.4	-3.7	-10.7	-15.4	-2.5	-151.0	-4.4	2.8
CN(CC(=O)Nc1cccc(F)c1)CC(=O)Nc1ccccc1Oc1ccccc1	2.2	-5.3	-3.6	4.9	2.9	1.0	9.9	4.8	17.5
CCCCCC/C(=N\NS(C)(=O)=O)c1ccccc1	3.5	0.5	-4.1	0.6	-15.6	1.1	0.2	-1.2	-3.8
COc1ccc(C2(C)NC(=O)N(CC(=O)Nc3ccc(Br)c(C)c3)C2=O)cc1OC (stereo not given)	-3.0	7.0	-2.4	1.4	-21.5	6.6	5.8	2.7	-5.0
CCOc1ccc(NC(=O)CN(C)C(=O)C2(c3ccccc3)CC2)cc1OCC	3.1	0.3	-2.5	4.5	1.0	-2.3	0.6	-0.5	6.4
COC(=O)c1ccccc1NC(=S)NC(=O)C1CC1	1.7	0.3	-1.3	-1.2	-9.4	-4.8	-7.2	1.2	10.5
COc1ccc(S(=O)(=O)Nc2nc3ccccc3nc2NCC2CCCO2)cc1 (stereo not given)	-4.2	-2.3	-1.4	-9.4	5.7	-1.4	-388.2	-15.8	-17.1
O=C(CN1C(=O)C2CCCCC2C1=O)Nc1cccc(C(F)(F)F)c1 (stereo not given)	1.1	7.4	1.4	-4.4	-12.9	-4.1	3.2	0.4	20.6
COc1ccc(C(=O)NCc2nnc(SCC(=O)Nc3cc(C)cc(C)c3)o2)cc1OC	0.5	0.1	-2.7	-0.3	-10.2	0.1	24.7	0.5	-4.7
CCOc1ccc(/C=C2/Sc3ccc(C(=O)N4CCN(C(=O)c5ccco5)CC4)cc3N(C)C2=O)cc1OC	·	3.2	-0.5	4.5	-8.0	·	·	6.6	·
CCn1c(Cc2ccc(OC)cc2)nc2ccccc21	2.9	3.1	-1.0	4.5	2.0	-0.5	13.1	-9.3	-20.8
O=C(CN1CCOCC1)Nc1ccc(Br)cc1	0.9	2.7	3.3	-10.0	-0.1	-2.2	-1.7	6.6	-5.8
COC(=O)Cn1cc(C(=O)C(F)(F)F)c2ccccc21	0.1	3.6	-3.3	8.7	-9.6	2.2	9.3	-4.4	-12.7
CCOC(=O)c1c(NC(=O)COc2cccc3c2CCN(Cc2ccc(F)cc2)C3=O)sc2c1CCC2	·	0.9	-1.7	7.5	2.7	·	·	1.1	·
Cc1ccc(-c2onc3ccc(Cl)cc23)cc1	0.4	-14.7	3.2	-7.4	27.5	-8.4	5.1	-3.5	-4.0
O=C(COC(=O)c1ccc(Cl)c(S(=O)(=O)N2CCCC2)c1)NCc1ccccc1	1.2	-13.4	-0.6	-12.0	4.5	-6.3	-1.2	-10.7	-3.3
COc1ccc(CN(C)C(=O)c2cc(-c3ccc(OC)c(OC)c3)nc3ccccc23)c(OC)c1	-0.4	-9.3	5.4	-3.5	-15.6	-1.4	-363.1	9.7	-6.6
CCOC(=O)Nc1cc(N)ncn1	-1.6	·	·	·	·	-5.0	9.5	·	6.7
O=C(C1=C[C@@H](c2coc3ccccc3c2=O)C[C@@H](OCCCCO)O1)N1CCN(Cc2ccccc2)CC1	-3.2	0.2	-2.1	-0.5	-2.3	-2.6	2.8	0.0	-16.5
Cc1noc(C(=O)Nc2c(C)n(C)n(-c3ccccc3)c2=O)c1Cl	-1.7	15.4	0.6	-9.0	-6.5	-8.7	13.3	-16.9	4.3
Cc1ccccc1C1c2[nH]c3ccccc3c2CCN1CCCn1cccn1 (stereo not given)	-69.2	1.5	-0.3	3.3	-2.9	-1.8	-491.1	3.1	11.1
CCN(CC)CCCN=Cc1c(O)n(Cc2ccccc2)c(=O)c2ccccc12	-14.1	0.3	-3.1	-1.8	7.9	-3.9	-58.6	8.2	14.1

Looked up by structure from above (five):
SMILES	SENP1 FRET inh	SENP7 block	MIN6 prolif	SENP8 block-1	SENP6 block	HKDC1 inhibitor	SENP8 block-2	UBC13 polyUb	PfG6PD inh
CN(CC(=O)Nc1cccc(F)c1)CC(=O)Nc1ccccc1Oc1ccccc1	2.2	-5.3	-3.6	4.9	2.9	1.0	9.9	4.8	17.5
CC(C)CNC(=O)Cn1c(=O)c2c(ncn2CC(C)C)n(Cc2ccccc2)c1=O	1.1	5.7	-2.2	-6.8	-17.7	-5.3	10.0	0.3	9.4
COc1cc(CSc2nc(-c3ccccc3)cc(=O)[nH]2)cc(OC)c1	-2.5	2.7	-3.6	-1.6	5.3	-6.8	11.3	0.3	-5.5
CCOC(=O)c1c(NC(=O)COc2cccc3c2CCN(Cc2ccc(F)cc2)C3=O)sc2c1CCC2	·	0.9	-1.7	7.5	2.7	·	·	1.1	·
CC(=O)N1N=C(c2cccc([N+](=O)[O-])c2)OC1(C)c1cccs1 (stereo not given)	-1.0	1.0	-1.9	-0.6	-0.1	-12.6	14.3	0.8	-0.7
